Screens deposited in PubChem by several laboratories.
TMEM16A inh – blocks the mouse calcium-activated chloride channel TMEM16A; Q8BHY3; HEK293 TMEM16A/YFP iodide influx fluorescence, ionomycin; normalized B-score (activity score, 25-100; higher = stronger inhibition) at 10 µM; 1.2% of 310,000 active; AID 588511;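 active means ratio plate-corrected score three or more library SD toward inhibition, starting fluorescence score within five deviations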;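 further: score derived from kinetic fluorescence span divided by baseline fluorescence per well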
ANO1 activ – activates or potentiates the mouse TMEM16A chloride channel; Q8BHY3; HEK293 TMEM16A/YFP-H148Q/I152L, iodide quench fluorescence; stronger effect = lower value; B-score at 10 µM; 0.3% of 340,000 active; AID 623877;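 active means fluorescence-ratio B-score plate-corrected deviation score at least 3 library SD below zero, with starting fluorescence score within 5 deviations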;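 further: channel opened by trigger with iodide after compound preincubation; score built on the fluorescence ratio of max minus min over baseline; more negative score means more quench and so TMEM16A activation or potentiation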
RGS4 act – potentiators or activators of RGS4; HEK293 M3R/inducible RGS4, carbachol calcium flux Fluo4; stronger effect = lower value; B-score at 10 µM; 0.92% of 310,000 active; AID 463111;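 active means B-score of the integrated calcium signal more than 4 SD below the library mean, with starting fluorescence not abnormally high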;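 further: negative B-score means reduced calcium response which marks RGS4 activation or potentiation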
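System: HEK293 FlpIn-TREx cells, stable M3R, doxycycline-inducible RGS4. Timing: overnight RGS4 induction, 30 min dye load 37 °C, 20 min compound RT. Also added: carbachol, ECmax concentration. Measured by: Fluo4 fluorescence kinetic imaging of calcium. Evaluation: integrated calcium ratio converted to B score.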
TRPC6 activator – activates the mouse TRPC6 cation channel; HEK293-TRPC6 membrane potential dye fluorescence; stronger effect = higher value; B-score at 10 µM; 0.13% of 310,000 active;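 active means B-score of the integrated fluorescence ratio above library mean plus 3 SD, and starting fluorescence ratio within library mean plus 5 SD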;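 further: higher score means more depolarization so channel activation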
MrgX1 antagonist – blocks BAM8-22 activation of human MrgX1 receptor | Q96LB2 | MRGX1-HEK293 calcium flux, Fluo-4, BAM8-22 antagonism; stronger effect = lower value | B-score at 10 µM | 1.3% of 310,000 active | AID 588676;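 active means calcium-response B-score plate-corrected more than 3 library SD below zero, starting fluorescence within 5 deviations, no agonist response on first addition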;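 further: peak minus trough fluorescence over baseline after final BAM8-22 challenge near maximal dose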
Target sequence (Q96LB2 whole entry, looked up): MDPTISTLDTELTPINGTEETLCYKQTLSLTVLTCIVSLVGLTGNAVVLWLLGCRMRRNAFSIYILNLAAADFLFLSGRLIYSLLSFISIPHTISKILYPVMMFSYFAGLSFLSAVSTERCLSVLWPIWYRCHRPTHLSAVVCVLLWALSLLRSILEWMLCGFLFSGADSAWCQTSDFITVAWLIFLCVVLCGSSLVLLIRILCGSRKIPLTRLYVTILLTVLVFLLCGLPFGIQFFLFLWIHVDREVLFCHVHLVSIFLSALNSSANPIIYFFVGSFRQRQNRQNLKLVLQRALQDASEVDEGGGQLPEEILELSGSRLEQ
MrgX1 ag – human MrgX1 receptor agonism, primary screen; Q96LB2; MrgX1-HEK293 cells, Fluo-4 calcium fluorescence, agonist mode; stronger effect = higher value; B-score at 10 µM; 0.44% of 310,000 active; AID 588627;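 active means calcium response B-score plate-corrected fluorescence ratio at least 3 library SD, with starting fluorescence B-score inside 5 SD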
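Test system: HEK293 cells stably expressing human MrgX1 receptor; Input: fifteen thousand cells per well; Dosing: compound delivered in addition one of three; Schedule: overnight seeding, then 1 h dark dye loading; Technique: Fluo-4 NW calcium fluorescence; Measure: B-scored fluorescence response ratio; Controls: positive and negative controls per plate.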
MrgX1 PAM – allosterically activates human MrgX1 receptor signaling. Q96LB2. MrgX1-HEK293, Fluo-4 calcium flux, FDSS; stronger effect = higher value. B-score at 10 µM. 0.63% of 310,000 active;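 active means plate-corrected calcium response at least 3 library SD above typical, normal starting fluorescence, not activating the receptor alone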;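 further: compound read alongside a low EC10 to EC30 dose of BAM8-22 agonist; peak minus trough fluorescence over baseline measured at the second addition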
SKKanGAS inh – SKKanGAS growth inhibition; S. pyogenes SKKanGAS, kanamycin growth, BacTiter-Glo, 6 h; inhibition, % at 7.5 µM; 1.3% of 300,000 active; AID 1662;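 active means mean replicate score, as percent of positive control median, at least 50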;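 further: strain carries kanamycin resistance gene driven by streptokinase promoter and grows in 40 µg/ml kanamycin; loss of luminescence reflects streptokinase promoter inhibition or plain growth inhibition; 0% = median of DMSO wells and 100% = positive control at its reference dose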
TRPC6 inh – blocks the mouse TRPC6 cation channel; B-score at 10 µM; AID 2553; 1.1% of 310,000 active; HEK293-TRPC6, membrane potential dye, ACh-evoked depolarization; stronger effect = lower value; Q61143;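 active means B-score under library mean minus 3 SD, initial fluorescence not abnormally high, positive integrated signal ratio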;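 further: B-score derived from integrated fluorescence ratio over the kinetic read; more negative B-score means stronger inhibition of depolarization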
RGS4 block – human RGS4 inhibition | P49798 | B-score at 10 µM | HEK293 M3R/RGS4 inducible, Fluo-4 calcium flux; stronger effect = higher value; triggered by carbachol at its EC20 | 0.45% of 310,000 active;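 active means B-score, a plate-corrected calcium signal, over three deviations above library mean, with baseline fluorescence within five deviations of library mean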;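 further: RGS4 expression induced by doxycycline in cells with stable M3 receptor; B-score is computed from the integrated fluorescence ratio over baseline after carbachol; higher B-score means a larger calcium signal and so more RGS4 inhibition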
Target sequence (P49798 whole entry, looked up): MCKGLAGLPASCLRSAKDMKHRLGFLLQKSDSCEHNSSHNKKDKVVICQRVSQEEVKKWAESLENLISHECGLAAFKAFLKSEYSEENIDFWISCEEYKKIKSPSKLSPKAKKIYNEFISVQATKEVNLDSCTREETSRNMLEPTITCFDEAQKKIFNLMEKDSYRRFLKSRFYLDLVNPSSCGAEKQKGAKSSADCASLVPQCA
HDAC3 inh – human HDAC3 inhibition; O15379; recombinant HDAC3, fluorogenic peptide/trypsin coupled, fluorescence; inhibition, % at 8.3 µM; 0.15% of 320,000 active; in the data active means inhibition above about 26%, passing the limit was not always enough
Target sequence (O15379 whole entry, looked up): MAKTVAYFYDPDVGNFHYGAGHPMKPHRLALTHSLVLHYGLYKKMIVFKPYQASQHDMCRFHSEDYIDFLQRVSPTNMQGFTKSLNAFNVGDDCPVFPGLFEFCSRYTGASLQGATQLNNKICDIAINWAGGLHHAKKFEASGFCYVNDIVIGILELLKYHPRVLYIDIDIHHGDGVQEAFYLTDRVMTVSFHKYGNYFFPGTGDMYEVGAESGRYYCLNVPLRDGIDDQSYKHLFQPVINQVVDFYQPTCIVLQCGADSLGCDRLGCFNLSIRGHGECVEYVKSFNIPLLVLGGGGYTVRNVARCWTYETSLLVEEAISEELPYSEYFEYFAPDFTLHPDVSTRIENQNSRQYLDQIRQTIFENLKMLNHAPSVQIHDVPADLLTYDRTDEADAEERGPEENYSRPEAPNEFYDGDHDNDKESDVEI
The depositor's hits bear a star; i = inactive; . = no result given.

SMILES	TMEM16A inh	ANO1 activ	RGS4 act	TRPC6 activator	MrgX1 antagonist	MrgX1 ag	MrgX1 PAM	SKKanGAS inh	TRPC6 inh	RGS4 block	HDAC3 inh
O=C(NCc1ccc2c(c1)OCO2)NC1CCCCC1	i	i	i	i	i	i	i	6	i	i	1
Cc1ccc([N+](=O)[O-])cc1NC(=O)CN1CCC(C)CC1	i	i	i	i	i	i	i	1	i	i	7
CCc1nnc(NS(=O)(=O)c2ccc(NC(=O)c3ccccc3)cc2)s1	i	i	i	i	i	i	i	4	i	i	.
O=C1NC(=O)C2C1C(c1ccc([N+](=O)[O-])cc1)=NN2Cc1ccccc1 (stereo not drawn)	i	i	i	i	i	43*	i	6	i	i	2
O=C(CSc1cccc2cccnc12)OCC(=O)c1ccccc1	i	i	i	i	i	i	i	2	i	i	-6
COc1cccc(OCc2cc(/C=N/NC(=O)c3nc(Cl)c(Cl)c(N)c3Cl)ccc2OC)c1	i	i	i	i	i	i	i	10	i	i	2
Cc1ccc(C)c(NC(=O)COc2cccc3c2CCN(Cc2ccccc2)C3=O)c1	i	i	i	i	i	i	i	-8	i	i	-9
COc1cc2c(cc1NC(=O)COC(=O)[C@@H](NC(=O)c1ccccc1F)C(C)C)oc1ccccc12	i	i	i	i	i	i	i	21	i	i	14
O=[N+]([O-])c1cccc(-c2ccc3nnc(SCc4ccccn4)n3n2)c1	i	i	i	i	i	i	i	7	i	i	9
C=CCOC(=O)C(=O)/C=C/c1c(C)n(C)n(-c2ccccc2)c1=O	i	i	i	i	i	i	i	1	i	i	5
COc1ccc([N+](=O)[O-])cc1C(=O)C(=O)c1ccccc1	i	i	i	i	i	i	i	15	i	i	-4
COCC1CCCN(Cc2nc(Cc3ccccc3)no2)C1 (stereo not drawn)	i	i	i	i	i	i	i	-1	i	i	-3
O=C(c1ccccc1S(=O)(=O)NCc1ccccc1)N1CCCCC1	i	i	i	i	i	i	i	3	i	i	8
CCOC(=O)c1sc2ncn(C(C)C(=O)OC)c(=O)c2c1C (stereo not drawn)	i	i	i	i	i	i	i	5	i	i	-3
O=C(CSc1ncnc2sc3c(c12)CCCC3)N1CCC(c2noc3ccc(F)cc23)CC1	i	i	i	i	i	i	i	5	i	i	-5
COc1ccc(C2/C(=C(/O)c3ccccc3)C(=O)C(=O)N2c2ccccn2)c(OC)c1 (stereo not drawn)	i	i	i	i	i	i	i	-8	i	i	4
COc1ccccc1C(=O)NCCC(=O)NCCC12CC3CC(CC(C3)C1)C2	i	i	i	i	i	i	i	0	i	i	0
CC(C)(C)NC(=O)c1ccc2nccnc2c1	i	i	i	i	i	i	i	0	i	i	-6
O=C(CN1C(=O)COc2ccccc21)Nc1ccc(F)cc1	i	i	i	i	i	i	i	0	i	i	12
COc1ccccc1Oc1ccc(N/C=C/C(=O)c2ccco2)cc1	i	i	i	i	i	i	i	4	i	i	10
COc1ccc2c(CC(=O)N3CCc4ccccc43)coc2c1	i	i	i	i	i	i	i	1	i	i	3
CN(C)CCCOC(=O)N1c2ccccc2C=Cc2ccccc21	i	i	i	i	i	i	i	1	i	i	0
CN(C)CC(=O)Nc1ccc2cn[nH]c2c1	i	i	i	i	i	i	i	5	i	i	-3
Cc1cc2oc(=O)cc(CN3CCOCC3)c2cc1C	i	i	i	i	i	i	i	-1	i	i	-4
O=C(NCc1ccco1)c1ccc(=O)oc1	i	i	i	i	i	i	i	-9	i	i	1
More entries follow:
SMILES	TMEM16A inh	ANO1 activ	RGS4 act	TRPC6 activator	MrgX1 antagonist	MrgX1 ag	MrgX1 PAM	SKKanGAS inh	TRPC6 inh	RGS4 block	HDAC3 inh
COc1cccc(NC(=O)N2C3CCCC2CC(NC(=O)C2CC2)C3)c1 (stereo not drawn)	i	i	i	i	i	i	i	-2	i	i	-1
Cc1ccc(OCC(=O)Nc2nnc(-c3ccco3)s2)cc1	i	i	i	i	i	i	i	-3	i	i	2
COc1nc(Nc2ccc(C(C)=O)cc2)nc(OC)n1	i	i	i	i	i	i	i	4	i	i	7
CCC(=O)Nc1ccc(N2CCN(C(=O)c3ccco3)CC2)c(Cl)c1	.	i	i	i	.	.	.	-4	i	i	.
CCOc1ccccc1CN1CCC(N2CCOCC2)CC1	i	i	i	i	i	i	i	2	i	i	2
COc1ccc(NS(=O)(=O)c2ccc(-c3coc(C)n3)cc2)cc1OC	i	i	i	i	i	i	i	-1	i	i	7
C=CCn1c(SCC(=O)NC(=O)c2cccc([N+](=O)[O-])c2)nnc1-c1ccccc1F	i	i	i	i	i	i	i	-3	i	i	5
O=C(NCC1CCCO1)C1CCCN(S(=O)(=O)c2ccc(Br)cc2)C1 (stereo not drawn)	i	i	i	i	i	i	i	-3	i	i	-5
N#CC1=C(N)Nc2ncnn2C1c1ccc([N+](=O)[O-])cc1 (stereo not drawn)	i	i	i	i	i	i	i	-9	i	i	3
Cc1cc(=O)oc2cc(OCc3ccc(C(=O)N4CCN(c5ccc([N+](=O)[O-])cc5)CC4)cc3)ccc12	.	i	i	i	.	.	.	22	i	i	.
COc1ccc(-c2nnc(SCC(C)C)o2)cc1	i	i	i	i	i	i	i	4	i	i	.
CC(C)(C)c1ccc(C(=O)NNC(=O)c2ccccc2Br)cc1	i	i	i	i	i	i	i	-2	i	i	-7
O=C1CCCCC1Sc1nnc(-c2ccc3c(c2)OCO3)o1 (stereo not drawn)	i	i	i	i	i	i	i	4	i	i	1
NS(=O)(=O)c1ccc(CCNC(=O)C(=O)NCC2OCCN2S(=O)(=O)c2ccc(Cl)cc2)cc1 (stereo not drawn)	i	i	i	i	i	i	i	-2	i	i	6
CCN(CC)c1ccc(/C=N/N2CCN(c3ccccn3)CC2)cc1	i	i	i	i	i	i	i	-4	i	i	-1
O=c1c2nccnc2[nH]c(=S)n1Cc1ccccc1	i	i	i	i	i	i	i	-1	i	i	2
CCc1ccc(C(=O)COC(=O)c2ccc(Cl)nc2)cc1	i	i	i	i	i	i	i	-4	i	i	-4
O=C(NCCOc1ccccc1Cl)C(=O)Nc1ccccc1	i	i	i	i	i	i	i	-3	i	i	-1
CC(C)C[C@H](NC(=O)N1CCn2c1nc1ccccc12)C(=O)NCc1ccc2c(c1)OCO2	i	i	i	i	i	i	i	1	i	i	6
CCN(CC)C(=O)c1cc2c(=O)n3cccc(C)c3nc2n1C	i	i	i	i	i	i	i	2	i	i	-8
Cn1c(CO)cnc1SCc1ccc(F)cc1	i	i	i	i	i	i	i	3	i	i	7
CCCC(=O)Nc1ccc(NC(=S)NC(=O)c2ccccc2[N+](=O)[O-])cc1	i	i	i	i	i	i	i	-2	i	i	0
Cc1nnc(NC(=O)c2cc3n(n2)C(C(F)(F)F)CC(C2CC2)N3)s1 (stereo not drawn)	i	i	i	i	i	i	i	0	i	i	2
COc1cc(/C=C/c2nc3ccccc3c(=O)[nH]2)ccc1OC(F)F	i	i	i	i	i	i	i	3	i	i	3
c1ccc(C[C@H]2CNCCN2CCCCC2CCCCC2)cc1	i	i	i	i	i	i	i	3	-6*	i	12
More records
SMILES	TMEM16A inh	ANO1 activ	RGS4 act	TRPC6 activator	MrgX1 antagonist	MrgX1 ag	MrgX1 PAM	SKKanGAS inh	TRPC6 inh	RGS4 block	HDAC3 inh
COCCCNC(=O)C(=O)C1C(=O)Nc2ccccc21 (stereo not drawn)	i	i	i	i	i	i	i	-10	i	i	11
COc1cccc(N2CCN(C(=O)CSc3ccc(F)cc3)CC2)c1	i	i	i	i	i	i	i	.	i	i	1
CN(C)C(=O)c1noc2cc([N+](=O)[O-])ccc12	i	i	i	i	i	i	i	1	i	i	2
Cc1ccc(C)c(S(=O)(=O)N2CCCN(C)CC2)c1	i	i	i	i	i	i	i	-1	i	i	4
CCOc1ccc(S(=O)(=O)NCC(=O)N(C)Cc2cccnc2)cc1	i	i	i	i	i	i	i	0	i	i	2
Cn1c(C(=O)NCCC2=CCCCC2)cc2c(=O)n3ccccc3nc21	i	i	i	i	i	i	i	1	i	i	-17
CCOc1ccc(C(=O)NC(=S)NC2CCCC2)cc1[N+](=O)[O-]	i	i	i	i	i	i	i	-9	i	i	6
CC[C@H](C)[C@@H](CN[C@H](C)CNC)NCCC(c1ccccc1)c1ccccc1	i	i	i	i	i	i	i	5	i	i	-2
O=C(NNC(=S)NC(=O)c1cccnc1)c1ccc(F)cc1	i	i	i	i	i	i	i	28	i	i	5
COc1cccc(-c2nc(CS(=O)(=O)CC(=O)Nc3cc(OC)ccc3OC)c(C)o2)c1	i	i	i	i	i	i	i	16	i	i	-2
CC(=O)Nc1ccc(NC(=O)C(C)Oc2ccccc2F)cc1 (stereo not drawn)	i	i	i	i	i	i	i	-13	i	i	1
CCOC(=O)c1[nH]c(C)c(C(=O)NCc2ccccn2)c1C	i	i	i	i	i	i	i	4	i	i	-3
CNC(=O)/C(C#N)=C\c1cc(C)n(-c2ccc(N3CCOCC3)cc2)c1C	i	i	i	i	i	i	i	62*	i	i	5
CCSc1nnc(NC(=O)c2cc(C)nc3ccccc23)s1	i	i	i	i	i	i	i	22	i	i	5
Cc1cc(Br)ccc1NC(=O)CN(C)C(=O)Cn1c(=O)cnc2ccccc21	i	i	i	i	i	i	i	-4	i	i	-2
CCN1CCN(C(c2ccccc2)c2nnnn2CCc2ccc(OC)c(OC)c2)CC1 (stereo not drawn)	i	i	i	i	i	i	i	4	i	i	-6
CN(C)S(=O)(=O)c1ccc2c(c1)nc(CCC(=O)O)n2C	.	i	i	i	.	.	.	-5	i	i	.
COc1ccc(CC(=O)Nc2nnc(C)s2)cc1	i	i	i	i	i	i	i	-1	i	i	1
